XIAP antagonists = XIAP antagonists, biochemical, IAP family, fluorescence polarization (AID 1018) | XIAP BIR domain, fluorescence polarization peptide displacement; higher % means a stronger effect | displacement, % at 20 µM; hits with a dose series show IC50 in µM | 0.007% of 200,000 active; in the data active means displacement above about 50%; further: a part of the inactive calls stands beside numbers as strong as those of hits
LYP phosphatase = inhibitors of LYP phosphatase, biochemical, fluorescence intensity, uHTS (AID 1779); recombinant LYP phosphatase, fluorescence intensity; higher % means a stronger effect; inhibition, % at 11.5 µM; hits with a dose series show IC50 in µM; 0.054% of 290,000 active;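 further: plate controls were vehicle with enzyme for no effect and no enzyme for full effect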
SIAH1 antagonists = blockers of Siah-1 interaction with plectin peptide – biochemical, fluorescence polarization, rhodamine-plectin, uHTS, primary screen (AID 1817). Siah-1 / rhodamine-plectin peptide fluorescence polarization; higher % means a stronger effect. displacement, % at 20 µM; hits with a dose series show IC50 in µM. 0.02% of 290,000 active;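 active means displacement of at least 50% at 20 µM, with a fluorescence ratio check between 0.3 and a set limit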;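 further: plate controls were Siah plus tracer with DMSO for no effect and tracer alone without Siah for full effect; strong numbers were not always called active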
AID2073 = disruptors of CaV2.2 binding to Mint1 – biochemical, HTRF (AID 2073); HTRF protein-protein interaction, Mint1-CaV2.2; higher % means a stronger effect; one-dose inhibition, % at 20 µM; IC50 in µM for titrated hits; 0.19% of 290,000 active; in the data active means inhibition mostly above about 51%, no sharp cut-off; inconclusive means no clear call, values can overlap the other calls; inactive means mostly below about 53%; further: some results filed as inactive read as strong as hits
HEK293 NOD2/NF-kB = inhibition of NOD2-driven NF-kB reporter – cell-based, luminescence, uHTS, HEK293 (AID 1566); 0.63% of 290,000 active; one-dose inhibition, % at 4 µM; EC50 in µM for titrated hits; HEK293 NOD2/NF-kB luciferase reporter, luminescence; higher % means a stronger effect; further: many of its hits are not listed in these tables
NS5 inhibitors = Dengue-2 NS5 methyltransferase inhibitors, primary screen, biochemical, confirmation dose response (AID 588689); Dengue-2 NS5 methyltransferase capping enzyme assay, biochemical; higher % means a stronger effect; inhibition, % at 25 µM, or IC50 in µM where a hit was titrated; 0.3% of 340,000 active; in the data active means a potency from the dose series; inconclusive means inhibition above about 29% without an active follow-up result
Lipid droplet = hepatic lipid droplet formation modulation; AML12 mouse hepatocytes, oleate lipid droplets, BODIPY imaging; inhibition, % at 6.5 µM; 0.4% of 240,000 active; AID 1656;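 active means lipid droplet intensity inhibited by at least 50%, with more than 500 cells counted; inconclusive means wells with under 300 cells, treated as cytotoxic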
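Technique: fluorescence imaging, 20x objective, two fields per well / Assay system: AML12 hepatocytes (mouse) / Measure: % inhibition of lipid droplet signal / Doses: 6.5 µM single-point dosing / Incubation: overnight exposure / Reagent: 100 µM oleic acid challenge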
Myeloid diff 2 = myeloid differentiation induction. ER-HoxA9 myeloid progenitors, lysozyme-GFP differentiation, flow cytometry. calls only at 10 µM. 1% of 360,000 active;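 active means normalized GFP-positive differentiation at or above the plate's own cutoff, the solvent-only control mean plus 3 SD; inconclusive means no clear call, values can overlap the other calls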;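 further: cells exposed to compound for four days before flow analysis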
HIV peptide binding = cell-free HIV fusion peptide-binding blockers – biochemical, uHTS, fluorescence dequenching, primary screen (AID 1986) | cell-free peptide binding, fluorescence dequenching, 30 min; higher % means a stronger effect | 0.3% of 290,000 active | inhibition, % at 20 µM, or IC50 in µM where a hit was titrated; in the data active means inhibition mostly above about 52%, no sharp cut-off; inactive means mostly below about 76%; further: some results filed as inactive read as strong as hits
Lipid droplet cells 6.5 µM = also measured in Lipid droplet; calls as there; cell count; measured here: cell count, cytotoxicity flag;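 cells counted across two imaged fields per well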
NS5 inhibitors pilot replicate = further read-out of NS5 inhibitors, marked with its call; inhibition, %; measured here: pilot screen replicate inhibition
Myeloid diff 2 GFP+ MAC1+ % = further read-out of Myeloid diff 2, marked with its call; GFP+ MAC1+ double positive, %; measured here: differentiation confirmed by MAC1 staining
* hit, by the source's call; i = inactive; ? = inconclusive; · = not tested or not shown; + = active, no number. Unless noted, no stated cut-off is given here; in the data, active means inhibition above about 50%; inactive means the rest. Not all compounds are listed; the hit share may differ from the screen's.

The first 2 compounds, to show the layout:
SMILES	XIAP antagonists	LYP phosphatase	SIAH1 antagonists	AID2073	HEK293 NOD2/NF-kB	NS5 inhibitors	Lipid droplet	Lipid droplet cells 6.5 µM	Myeloid diff 2	Myeloid diff 2 GFP+ MAC1+ %	HIV peptide binding	others
Cc1ccc(-c2ccc(=O)n(CC(=O)NCCC(C)C)n2)cc1	·	4%	3%	4%	26%	-15%	9	866	i	0.9	2.6%
Cc1nn(CC(=O)NCCN2CCOCC2)c(C)c1[N+](=O)[O-]	-3.8%	-11%	-3%	4%	12%	-5%	·	·	i	0.6	-1.1%

The listing, previewed entries included:
SMILES	XIAP antagonists	LYP phosphatase	SIAH1 antagonists	AID2073	HEK293 NOD2/NF-kB	NS5 inhibitors	Lipid droplet	Lipid droplet cells 6.5 µM	Myeloid diff 2	Myeloid diff 2 GFP+ MAC1+ %	HIV peptide binding	others
Cc1ccc(-c2ccc(=O)n(CC(=O)NCCC(C)C)n2)cc1	·	4%	3%	4%	26%	-15%	9	866	i	0.9	2.6%
Cc1nn(CC(=O)NCCN2CCOCC2)c(C)c1[N+](=O)[O-]	-3.8%	-11%	-3%	4%	12%	-5%	·	·	i	0.6	-1.1%
O=C(/C=C/c1cccc([N+](=O)[O-])c1)N1CCN(c2ccccc2F)CC1	-3.4%	-1%	1%	2%	11%	-4%	28	650	i	0.7	-1.3%
Cc1cc(NC(=O)c2ccccc2)nc(C)n1	·	-6%	-6%	10%	-9%	-15%	-7	701	i	1.2	-0.6%
Cc1ccccc1-n1c(SCC(N)=O)nc2sc(-c3ccccc3)cc2c1=O	-2.7%	0%	1%	10%	17%	-5%	10	783	i	0.6	-2.4%
C=C1C2C[C@H](O)C(C)(C)[C@@]2(O)[C@H](O)C[C@]23C[C@@](C)(O)[C@H](CC[C@H]12)[C@H]3O (some centres undefined)	-6.5%	-7%	4%	1%	15%	-8%	-4	753	i	1.2	2.2%
Cc1nc(N2CCCCCC2)c2ccccc2n1	·	-7%	1%	-3%	16%	-4%	-6	753	i	0.6	0.8%
COC(=O)CN1C(=O)[C@H]2[C@@H](C3CC3)N3C(=O)CN(CCO)C(=O)[C@@]3(Cc3ccccc3)[C@H]2C1=O	·	-12%	-6%	13%	11%	4%	0	840	i	2.5	1.1%
CCOc1ccc(C(C)NC(=O)Nc2ccccc2C(=O)OC)cc1 (centres undefined)	-3.3%	-9%	-1%	4%	-16%	-10%	21	755	i	8.9	-1.8%
O=[N+]([O-])c1cc(S(=O)(=O)N2CCCC2)ccc1NN=C1CCCCC1	-3.3%	-8%	-1%	-4%	11%	0%	11	659	i	1.2	-1.9%
Cc1nc(SCC(=O)NCc2ccco2)c2c(=O)n(C)c(=O)n(CC(C)C)c2n1	-5.6%	-8%	4%	4%	19%	2%	-1	708	i	0.4	-1.0%
CCOc1ccc(-n2c(SCC(=O)Nc3cc(C)on3)nc3c(c2=O)SCC3)cc1	·	-5%	-2%	4%	8%	-2%	-3	816	i	0.6	3.6%
CN=C1CC(C)(C)CC(=O)/C1=C(/O)CCC(=O)NC	-1.2%	-12%	-3%	3%	17%	5%	2	753	i	1.3	0.2%
CC(=O)Nc1ccc(C(=O)NNC(=O)C2C3CCCCC32)cc1 (centres undefined)	·	-4%	9%	-8%	-22%	-2%	-70	645	i	0.9	0.3%
CCN(CC)CCN1C(=O)C(O)=C(C(=O)c2cc3ccccc3o2)C1c1cccnc1 (centres undefined)	-1.4%	0%	-3%	38%	-11%	-4%	·	·	i	0.6	-0.1%
COC(=O)c1cccc(N2CCCC2=O)c1	·	-6%	0%	-5%	-17%	-1%	7	629	i	0.6	-0.3%
CCN1CCN(C(=O)CN(C)S(=O)(=O)c2ccc(OC)cc2)CC1	-3.6%	-10%	0%	-7%	1%	-17%	1	695	i	0.7	-1.3%
CC(=O)N1CCSc2ccc(S(=O)(=O)Nc3ccccc3C)cc21	·	-10%	-4%	4%	21%	1%	10	690	i	0.9	-1.2%
CC(C)(C)c1nnc(N/N=C/c2ccccc2)n(N)c1=O	1.2%	-3%	52%*	-9%	0%	0%	11	567	i	0.3	-2.1%
C/C(=N\S(=O)(=O)c1ccc(C)cc1)Nc1cc(C(C)C)c(O)cc1C	-6.3%	-5%	15%	2%	12%	0%	-15	593	i	0.5	0.6%
Cc1ccc(SC(C)c2nc(-c3ccccc3)no2)cc1 (centres undefined)	-2.0%	-3%	-5%	-1%	-9%	3%	8	753	i	1.4	-2.7%
CC1CN(C(=S)Nc2cccc(Cl)c2)CC(C)O1 (centres undefined)	·	-5%	11%	-29%	-8%	-4%	2	808	i	1.3	0.1%
Cc1ccc(C(c2ccc(C)o2)c2cccc([N+](=O)[O-])c2O)o1	-19%	2%	1%	23%	11%	28%	·	·	i	0.5	-2.9%	NS5 inhibitors pilot replicate=0.3
COc1ccccc1CN(C)C(=O)CN1C(=O)c2ccccc2C1=O	·	-12%	-8%	12%	10%	-2%	-1	763	i	0.3	-2.0%
Cn1cnnc1SC1c2cccc3cccc(c23)C1NS(=O)(=O)c1ccccc1 (centres undefined)	-6.5%	-3%	0%	2%	9%	-3%	-5	607	i	1.0	-2.2%

(list continues)
SMILES	XIAP antagonists	LYP phosphatase	SIAH1 antagonists	AID2073	HEK293 NOD2/NF-kB	NS5 inhibitors	Lipid droplet	Lipid droplet cells 6.5 µM	Myeloid diff 2	Myeloid diff 2 GFP+ MAC1+ %	HIV peptide binding	others
O=c1[nH]c(C2CCN(S(=O)(=O)/C=C/c3ccccc3)CC2)nc2c1nnn2Cc1ccccc1	·	-3%	2%	10%	0%	1%	-1	798	i	1.7	2.5%
Cc1oc(-c2ccc(Cl)cc2)nc1CS(=O)CC(=O)NCCCN1CC(C)CC(C)C1 (centres undefined)	·	-8%	0%	0%	19%	-10%	-4	659	i	0.6	1.1%
O=C(CSc1nc2ccccc2o1)N1c2ccccc2Sc2ccc(Cl)cc21	-2.2%	6%	-4%	1%	-21%	6%	·	·	i	0.8	1.2%
CCN1CCN(CCC(=O)Nc2ccc(C)cc2)CC1	·	-8%	-7%	2%	4%	3%	·	·	i	0.2	1.0%
Cc1cccc(NC(=O)CCNS(=O)(=O)c2cccc3nsnc23)c1C	·	-8%	0%	-16%	-18%	1%	-20	733	i	3.7	-1.8%
COc1ccc(Nc2nc(Cl)nc(NCc3ccco3)n2)c(OC)c1	-2.7%	-6%	-2%	-2%	11%	-10%	·	·	i	0.9	1.5%
CCOc1ccc(S(=O)(=O)N(CC(=O)N/N=C/c2ccc(-c3ccc([N+](=O)[O-])cc3)o2)c2ccccc2)cc1	-1.4%	10%	-10%	49%	-8%	-10%	·	·	+	1.6*	34%
CN(C)c1ccc(S(=O)(=O)N2CCCCC2)cc1NC(=O)C1=NN(c2ccccc2)C(=O)CC1	·	-4%	-2%	9%	10%	-6%	-3	658	i	2.9	0.9%
COC(=O)c1ccc(CSc2nc3c(cnn3-c3ccc(C)cc3)c(=O)[nH]2)o1	-2.8%	-7%	16%	18%	18%	-6%	-4	732	i	2.6	4.8%
COc1cc(/C=N/NC(=O)C(=O)N2CCCCCC2)ccc1O	·	-2%	2%	4%	-2%	-9%	-7	716	i	0.9	-0.6%
O=C(Cn1cnc2c(nnn2Cc2ccc(F)cc2)c1=O)N1CCCCC1	-3.7%	-5%	-3%	0%	7%	-4%	·	·	i	5.2	-0.3%
O=C(c1cc(Sc2cccc(Cl)c2)nc2ccccc12)N1CCN(c2ccccn2)CC1	-4.1%	8%	0%	4%	25%	-11%	-1	644	i	1.2	-1.0%
Cn1c(N/N=C/c2cccs2)cc(=O)n(C)c1=O	-14%	-6%	2%	5%	15%	-8%	-5	763	i	1.3	3.9%
COc1cc2c(c(OC)c1OC)-c1ccc(OC)c(=O)cc1C(NC(C)=O)CC2 (centres undefined)	·	-2%	0%	-7%	-15%	-5%	-203	373	·	·	0.4%
O=C(CSc1nnc(Cc2ccccc2)n1Cc1ccco1)NC1CCCC1	-6.2%	-4%	1%	-5%	12%	-2%	·	·	i	3.8	-3.3%
Cn1c(=O)oc2cc(S(=O)(=O)Nc3ccccc3F)ccc21	·	-4%	4%	-2%	-2%	-5%	2	411	i	0.7	-1.1%
O=C(NC(CSCc1ccccc1)C(=O)N/N=C/c1ccc(O)cc1O)c1ccc([N+](=O)[O-])cc1 (centres undefined)	-5.5%	1%	-2%	8%	39%	-2%	-52	452	i	8.0	6.5%
COc1cccc(C2=NOC(C(=O)Nc3cccc(C(C)=O)c3)C2)c1 (centres undefined)	1.1%	-6%	-4%	?	18%	0%	·	·	i	0.8	11%
CCN(CC)S(=O)(=O)c1ccc2nc(CCl)[nH]c2c1	-5.1%	-2%	-2%	-5%	0%	-7%	29	681	i	0.8	0.8%
Cc1cccnc1NC1CCCCC1	-5.9%	-3%	0%	5%	-3%	-9%	-4	680	i	1.0	-0.3%
COc1ccc(-c2nn(-c3ccccc3)cc2/C=C(\CC(=O)O)c2nc3ccccc3s2)cc1OC	-2.8%	15%	7%	50%	8%	-5%	15	670	i	0.4	33%
COC(=O)CCC(=O)NC(=S)Nc1ccc(S(=O)(=O)Nc2cc(C)on2)cc1	·	-10%	2%	-7%	11%	1%	3	864	i	0.4	0.5%
O=C(Nn1c(Cc2cccs2)nc2ccccc2c1=O)c1cccs1	-7.7%	0%	3%	-5%	12%	-12%	·	·	i	7.2	2.7%
O=C(COc1ccc2c(C(F)(F)F)cc(=O)oc2c1)Nc1ccc(N2CCOCC2)cc1	-4.9%	-5%	2%	18%	15%	4%	-1	683	i	0.1	-1.2%
O=C(Nc1ccc(F)cc1)Nc1ccc(Cl)cn1	-2.9%	-11%	-1%	-1%	-16%	-3%	6	712	i	4.2	-1.3%

Continuation:
SMILES	XIAP antagonists	LYP phosphatase	SIAH1 antagonists	AID2073	HEK293 NOD2/NF-kB	NS5 inhibitors	Lipid droplet	Lipid droplet cells 6.5 µM	Myeloid diff 2	Myeloid diff 2 GFP+ MAC1+ %	HIV peptide binding	others
CCCn1c(C)cc(/C=C(\C#N)C(=O)OCC(=O)Nc2cc(OC)c(OC)c(OC)c2)c1C	-4.0%	0%	3%	7%	-11%	0%	18	508	i	0.1	-0.6%
Cc1ccc(S(=O)(=O)NC(C(=O)O)c2ccccc2)cc1 (centres undefined)	-10%	-9%	2%	-11%	-13%	-1%	-8	651	i	0.5	-1.8%
COc1cc(C(=O)NCC(=O)N2CCN(S(=O)(=O)c3cc(C)ccc3C)CC2)cc(OC)c1OC	·	-4%	7%	2%	-7%	0%	0	683	i	0.5	2.8%
c1cncc(-c2ccnc3ncnn23)c1	0.5%	-4%	7%	17%	-1%	9%	16	705	i	0.2	1.4%
COc1ccccc1-c1ccc(/C=C2\C=CC(=O)O2)o1	·	1%	0%	7%	0%	·	12	708	i	0.6	71%*
COCCCNC(=O)c1cc2cc3cc(OC)ccc3nc2o1	·	-12%	0%	26%	4%	-3%	6	821	i	0.8	1.3%
O=C(NCCCN1CCOCC1)c1ccc2c(c1)N(Cc1c(F)cccc1Cl)C(=O)c1ccccc1S2	·	-4%	13%	-4%	22%	-8%	-20	701	·	·	-0.7%

Screening data: PubChem, several laboratories
